Compound activity: PubChem BioAssay, several laboratories
TCR-CD3 inh = human TCR-CD3 binding inhibition. 360,000 compounds, 0.37% hits. TAMRA-labeled TCR probe fluorescence, biochemical. inhibition, % at 9.4 µM; in the data active = inhibition above about 19%;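 note: recombinant mutant TCR 2C K166C tagged with TAMRA read by polarization; 0% = receptor in buffer alone and 100% = receptor with positive control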
MBD2 DNA inh = blocks human MBD2 binding to methylated DNA; TR-FRET, MBD2 binding to methylated oligonucleotide; AID 686964; inhibition, % at 4.4 µM; 370,000 compounds, 0.31% hits; Q9UBB5; in the data active = inhibition above about 13%
mABHD4 FP = ABHD4 (mouse) inhibition, primary FP screen. 370,000 compounds, 0.54% hits. inhibition, % at 8.92 µM. Q8VD66. purified mABHD4, FP-Rh probe fluorescence polarization;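 active = inhibition exceeding the mean over every tested compound plus 3 SD, cut at about 30% in these data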;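 note: 0% = plate median of compound wells and 100% = S159A mutant with DMSO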
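Test system: mABHD4 protein | Buffer or medium: HEPES pH 7.0 buffer, 150 mM NaCl, 0.01% Pluronic F-127 | Probe or stimulus: FP-Rh fluorescent activity-based probe, added after compound pre-incubation | Timing: Pre-incubation 45 min, probe exposure 60 min, at 25 °C | Technique: Fluorescence polarization, excitation 525 nm, emission 598 nm, BODIPY TMR filters | Repeats: Single well per compound (singlicate)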
HTRA1 inhibitor = inhibitors of human serine peptidase HTRA1. inhibition, % at 5.96 µM. Q92743. 340,000 compounds, 0.5% hits. recombinant HTRA1, FP-rhodamine activity-based probe, fluorescence polarization; in the data active = inhibition above about 36%;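 note: 0% = enzyme with DMSO and 100% = wells lacking enzyme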
TDP2 inh = blocks human TDP2 phosphodiesterase activity; 370,000 compounds, 0.34% hits; AID 720702; recombinant TDP2, T5PNP hydrolysis, p-nitrophenol absorbance 415 nm; O95551; inhibition, % at 12.8 µM;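 active = inhibition above the mean of all tested compounds plus 3 SD, set per campaign, cut at about 25% in these data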;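 note: 0% = DMSO with enzyme and 100% = buffer with substrate but no TDP2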
Target sequence (O95551 whole entry, looked up): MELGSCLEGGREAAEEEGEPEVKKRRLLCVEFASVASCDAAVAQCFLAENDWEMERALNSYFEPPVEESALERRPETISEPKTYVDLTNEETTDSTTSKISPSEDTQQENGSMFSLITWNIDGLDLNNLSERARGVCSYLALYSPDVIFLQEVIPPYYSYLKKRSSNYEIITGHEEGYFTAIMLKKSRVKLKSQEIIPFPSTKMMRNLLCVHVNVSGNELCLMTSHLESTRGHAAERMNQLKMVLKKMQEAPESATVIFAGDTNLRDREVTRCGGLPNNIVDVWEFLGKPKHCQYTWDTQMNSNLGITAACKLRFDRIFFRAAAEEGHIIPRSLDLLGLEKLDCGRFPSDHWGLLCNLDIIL
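Read-out basis: percent inhibition. System: recombinant human TDP2. Buffer or medium: Mg2+-containing Tris-HCl buffer, pH 7.5. Repeats: single replicate. Timing: reaction 2 h, 37 °C. Benchmarks: high control without enzyme, low control DMSO plus TDP2. Probe or stimulus: 5 mM T5PNP. Doses: 12.8 µM only. Measured by: epi absorbance of p-nitrophenol freed from T5PNP by hydrolysis.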
LEDGF integ inh = blocks HIV-1 LEDGF/p75-dependent DNA integration; inhibition, % at 3.7 µM; TR-FRET IN-LEDGF/p75 DNA integration, Eu/Cy5; 370,000 compounds, 0.64% hits;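 active = inhibition above the screen-wide mean plus 3 SD, cut at about 13% in these data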;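 note: signal is the Cy5 over europium emission ratio at 671 and 618 nm; 0% = plate median of compound wells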
PRMT1 inh = inhibitors of human PRMT1 | inhibition, % at 2.79 µM | Q99873 | recombinant PRMT1, activity-based probe fluorescence polarization | 370,000 compounds, 1.3% hits;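 active = inhibition above about 21% made by adding two undisclosed values, limit read from the data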
NPR2 activator = GC-B (human) receptor activation; P20594; HEK293-GC-B cells, CNP EC30, cGMP TR-FRET; 0% at EC30 CNP, 100% saturating CNP; activation, % at 10 µM; 370,000 compounds, 0.11% hits; AID 1920062;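 active = activation at 10 µM reaching about 35% in either raw or pattern-adjusted values, limit read from the data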
SIAE inh = human SIAE inhibition, primary screen. Q9HAT2. SIAE FP-Rh probe binding, fluorescence polarization. inhibition, % at 9.66 µM. 370,000 compounds, 0.69% hits. AID 1053197;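 active = inhibition above a cutoff: mean of compounds within the control limits plus 3 SD of those, cut at about 17% in these data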;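 note: 0% = plate median of compound wells and 100% = probe without SIAE protein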
Target sequence (Q9HAT2 whole entry, looked up): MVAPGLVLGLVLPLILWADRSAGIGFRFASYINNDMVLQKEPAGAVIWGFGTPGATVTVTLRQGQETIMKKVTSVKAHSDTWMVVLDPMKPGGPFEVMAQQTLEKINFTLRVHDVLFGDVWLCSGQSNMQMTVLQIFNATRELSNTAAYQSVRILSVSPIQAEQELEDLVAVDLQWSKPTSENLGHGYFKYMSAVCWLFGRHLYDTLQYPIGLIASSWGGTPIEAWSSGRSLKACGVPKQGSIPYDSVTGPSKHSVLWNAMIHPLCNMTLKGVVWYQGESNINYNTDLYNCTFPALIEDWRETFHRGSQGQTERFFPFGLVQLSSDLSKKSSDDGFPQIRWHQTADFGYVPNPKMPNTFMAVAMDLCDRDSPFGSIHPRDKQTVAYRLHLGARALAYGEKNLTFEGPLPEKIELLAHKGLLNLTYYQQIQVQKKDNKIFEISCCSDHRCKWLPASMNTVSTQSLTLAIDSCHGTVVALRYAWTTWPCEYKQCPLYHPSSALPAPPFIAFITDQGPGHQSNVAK
rCAG binder = r(CAG) repeat RNA binding; inhibition, % at 3 µM; TO-PRO-1 dye displacement fluorescence; 370,000 compounds, 1.3% hits; AID 651821;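 active = inhibition above the plate cutoff, the mean of all test compounds on that plate plus 3 SD, cut at about 35% in these data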;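 note: 0% = DMSO alone and 100% = 100 µM mitoxantrone as full dye displacement; higher means more dye released from RNA so lower well fluorescence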
* = called active by the depositor; . = not tested or not shown.

SMILES,TCR-CD3 inh,MBD2 DNA inh,mABHD4 FP,HTRA1 inhibitor,TDP2 inh,LEDGF integ inh,PRMT1 inh,NPR2 activator,SIAE inh,rCAG binder
CCN(c1ccccc1)S(=O)(=O)c1ccc(Oc2ccc([N+](=O)[O-])cc2)nc1,-4,0,7,-7,4,1,2,-2,1,-2
COc1ccc(OC)c(/C=C/C(=O)Nc2cccc(S(=O)(=O)NC3=NCCCCC3)c2)c1,4,0,-14,-27,1,-2,-3,8,-24,6
Cc1oc(/N=C/c2ccc(Cl)cc2)c(C#N)c1C,-7,-5,4,-4,6,-3,9,2,-3,2
O=C(CSc1n[nH]c(-c2ccccn2)n1)Nc1cccc(Cl)c1,-4,-6,-15,-11,15,-2,-4,-3,-2,7
CN1CCN(C(=O)CSc2ccc(C(F)(F)F)cc2[N+](=O)[O-])CC1,5,-4,1,5,-3,-3,3,6,13,4
NS(=O)(=O)c1ccc(CCNC(=O)C2CCN(S(=O)(=O)c3cnc[nH]3)CC2)cc1,1,7,2,-1,-1,1,0,5,-3,0
Cn1c(=O)c2cc(NC(=O)NCCc3cccs3)ccc2n1Cc1cccc(C(F)(F)F)c1,-2,2,-21,.,0,0,-4,10,2,3
Cc1ccc(C(=O)COC(=O)C(C)N2C(=O)C3C4CCC(C4)C3C2=O)cc1C (stereo not given),3,1,10,2,1,2,4,3,4,-10
CSCCC(NC(N)=O)C(=O)Nc1cccc(S(=O)(=O)N2CCOCC2)c1 (stereo not given),-4,1,5,1,2,-6,2,1,1,2
CCc1ccc(C2CC(c3ccc(Cl)cc3)n3nc(N)nc3N2)cc1 (stereo not given),-10,4,-11,-6,-4,0,10,-3,-7,2
COC(=O)c1nn(-c2ccccc2)c2nnc(Cc3ccc(C)cc3)c(=O)n12,-2,-1,-1,-3,-16,3,-2,5,-4,-1
CC(C)C(=O)Nc1cccc(C(=O)Nc2cc([N+](=O)[O-])ccc2F)c1,-2,-2,-4,-53,-1,0,1,2,3,2
Cc1ccc(N2CCN(C(=O)c3cccc([N+](=O)[O-])c3)CC2)cc1Cl,10,-1,-4,4,-1,-1,-1,-3,3,-4
COCCCNC(=O)Cc1c(C)c2cc3c(cc2oc1=O)OC(C)(C)CC3,-4,-2,-6,6,0,-3,1,2,-1,-6
O=C(NCc1n[nH]c(=S)n1Cc1ccccc1)c1ccccc1,1,1,0,5,4,0,-1,-7,8,-1

(listing goes on)
SMILES,TCR-CD3 inh,MBD2 DNA inh,mABHD4 FP,HTRA1 inhibitor,TDP2 inh,LEDGF integ inh,PRMT1 inh,NPR2 activator,SIAE inh,rCAG binder
COc1ccc(C(=O)COC(=O)CNS(=O)(=O)c2ccc(C)cc2)cc1,1,2,-13,-5,6,1,0,0,-1,0
O=C(CCN1C(=O)COc2ccccc21)NCCN1CCN(c2cccc(Cl)c2)CC1,0,-6,2,-2,1,-2,-1,0,2,-6
c1ccc(CN2CCC(Nc3nc(-c4cccs4)nc4ccccc34)CC2)cc1,-1,3,-24,-75,-3,7,-2,-9,-18,-2
CCCCNC(=O)CN1C(=O)CSc2ccc(S(=O)(=O)N3CCOCC3)cc21,1,0,2,-3,2,0,-6,-2,7,2
Nc1n[nH]c2c1C1(CCCCC1)Cc1ccccc1-2,9,3,1,-5,1,0,0,6,4,-4
COc1cc(S(=O)(=O)NCc2ccccn2)c(OC)cc1Cl,-8,0,-4,-2,-15,3,2,5,7,0
CCCc1cc(=O)oc2cc(OCC(=O)Nc3ccc4c(c3)OCCO4)ccc12,-9,-6,3,1,-3,2,-1,-1,2,-4
Cn1c(CN2CCOCC2)nnc1SCc1cccc(F)c1,4,-1,-1,-2,1,0,-3,-1,-1,-3
O=C(Cc1cccc2ccccc12)NN1C(=O)C2C(C1=O)C1C=CC2C12CC2 (stereo not given),-6,1,4,-1,8,0,0,5,1,-1
O=C(N/N=C/c1ccc[nH]1)c1cccnc1,2,1,-4,-1,9,-5,1,5,7,-1
CCN1c2ccc(S(=O)(=O)N3CCOCC3)cc2N(Cc2ccc(OC)cc2)C1C (stereo not given),7,-2,5,1,1,1,0,6,-4,2
COc1cccc(OC)c1C(=O)NNC(=O)c1cccc(COc2ccc3c(c2)CCC3)c1,4,-1,-18,-27,2,2,-1,5,-9,-1
CCN1CCCC1CNCc1cccc(OC)c1OCc1ccccc1F (stereo not given),1,0,5,3,10,0,1,-4,-2,-3
CCC(C)NC(=O)COc1ccc(S(=O)(=O)N2CCOCC2)cc1 (stereo not given),5,0,-3,2,-19,2,0,-1,3,-2
COc1ccccc1C(=O)NCC(=O)N1CC=C(c2ccccc2)CC1,-4,1,-6,-5,-4,2,-1,-3,1,1

(cont.)
mol	TCR-CD3 inh	MBD2 DNA inh	mABHD4 FP	HTRA1 inhibitor	TDP2 inh	LEDGF integ inh	PRMT1 inh	NPR2 activator	SIAE inh	rCAG binder
COc1ccccc1OCC(=O)NCC1CCCCC1	3	-6	-2	1	-2	-2	0	1	6	-6
CN(C)C(CNC(=O)C1CCCN(C(=O)c2ccc(Cl)cc2)C1)c1ccco1 (stereo not given)	6	1	5	0	-2	0	0	6	-1	-4
O=C(Cn1nc(C(=O)O)c2ccccc2c1=O)Nc1ccccc1C(F)(F)F	-8	-2	-2	4	4	1	1	-11	5	-3
Cc1cccc(NC(=O)/C(C#N)=C/c2ccc(Cl)cc2)n1	-2	0	10	0	22	2	2	-9	-1	2
C=CCNc1ncnc2c1ncn2[C@H]1CN(CCN2CCOCC2)C[C@@H](CO)O1	-6	-6	-11	.	-10	5	-4	-2	-5	3
COc1ccccc1N1CCN(C(=O)c2ccc([N+](=O)[O-])s2)CC1	5	-2	-13	2	-9	-4	0	0	-1	0
Cc1ccc(S(=O)(=O)NC2(C(F)(F)F)C(=O)Nc3c2c(=O)n(C)c(=O)n3C)cc1 (stereo not given)	-6	3	-1	-7	-2	-1	2	6	0	-1
COc1ccc(CCc2nnc(N)s2)cc1OC	3	-1	1	-16	22	-3	1	0	4	0
COc1ccc(CNC(=O)CCC(=O)c2ccc(C)cc2)cc1OC	-9	4	-6	-1	-13	1	-2	2	-5	-3
Cc1[nH]c2ccccc2c1C(=O)C(=O)N1CCN(C(=O)c2ccco2)CC1	3	1	1	-1	-11	1	-2	5	-3	0
Cc1ccc(Nc2c([N+](=O)[O-])c(=O)oc3ccccc23)cc1C	-3	7	-6	-4	0	14*	7	-1	-10	13
Cn1c(C(=O)O)c(S(=O)(=O)c2ccc(Cl)cc2)c2ccccc21	-4	5	6	-3	8	-5	4	-3	-6	11

Later entries
mol	TCR-CD3 inh	MBD2 DNA inh	mABHD4 FP	HTRA1 inhibitor	TDP2 inh	LEDGF integ inh	PRMT1 inh	NPR2 activator	SIAE inh	rCAG binder
CCCN(CCC)C(=O)CSc1nc2ccsc2c(=O)n1NC(=O)c1ccccc1	-2	5	2	4	5	1	0	6	-5	4
O=C(N/N=C/c1cccnc1)c1ccc(NC(=O)c2ccc(Cl)cc2)cc1	1	2	-2	-12	0	-2	5	-3	-3	-2
Cc1ccc(C)n1-c1cccc(NC(=O)c2ccccc2)c1	-6	-2	-4	-16	-9	-3	4	-1	6	14
CN(CC(=O)NCCN1CCCCCC1)S(=O)(=O)c1cccc2nsnc12	-1	0	-9	1	-11	3	-2	1	-12	5
Cc1ccc(CN[C@@H]2CC[C@@]34CCCN3C(=O)CCC[C@H]4C2)o1	.	1	5	.	13	1	0	3	-2	.
CN1CCCC(OC(=O)c2cc(Br)ccc2Cl)C1 (stereo not given)	6	0	5	-1	3	-1	-1	1	4	0
Cc1cc(C)c(S(=O)(=O)N2CCN(C(=O)CCn3nc(C)c(C)c3C)CC2)c(C)c1	-2	0	0	-7	-12	-3	2	-4	4	-1
Cc1nc2ccccn2c1P(=O)(N1CCCCC1)N1CCCCC1	2	0	5	11	-6	3	0	-1	-2	-6
N=C(N)c1ccc(O)cc1	2	4	2	-2	3	-1	-3	-1	7	-2
COc1ccccc1/C=N/NC(=O)CNC(=O)c1ccc(S(=O)(=O)N(C)C)cc1	5	4	3	-4	-1	2	-1	3	4	-3
O=C(Nc1ccc(Cl)c(Cl)c1)Nc1ccc(Br)cc1F	11	-5	-57	-49	-26	4	-5	1	-141	6
O=S(=O)(NCCc1c[nH]c2ccccc12)c1ccc(F)cc1	5	-5	-3	2	5	4	-3	-1	-1	-1
O=C(C1CCC(CNS(=O)(=O)c2cccc3nsnc23)CC1)N1CCN(c2ccccn2)CC1 (stereo not given)	1	-1	-6	6	-2	0	-1	-3	-3	-8
CCCOn1c(OCC(C)C)nc2ccccc2c1=O	4	3	-2	0	5	3	0	-10	-1	-4

In the list so far, 2 contain a COOH group.
mol	TCR-CD3 inh	MBD2 DNA inh	mABHD4 FP	HTRA1 inhibitor	TDP2 inh	LEDGF integ inh	PRMT1 inh	NPR2 activator	SIAE inh	rCAG binder
O=C(Cn1nc(C(=O)O)c2ccccc2c1=O)Nc1ccccc1C(F)(F)F	-8	-2	-2	4	4	1	1	-11	5	-3
Cn1c(C(=O)O)c(S(=O)(=O)c2ccc(Cl)cc2)c2ccccc21	-4	5	6	-3	8	-5	4	-3	-6	11

Quoted from the listing.
Entry of CCCOn1c(OCC(C)C)nc2ccccc2c1=O in TDP2 inh: 5
Entry of Cc1nc2ccccn2c1P(=O)(N1CCCCC1)N1CCCCC1 in LEDGF integ inh: 3
Entry of COc1ccccc1/C=N/NC(=O)CNC(=O)c1ccc(S(=O)(=O)N(C)C)cc1 in MBD2 DNA inh: 4
Entry of O=C(Nc1ccc(Cl)c(Cl)c1)Nc1ccc(Br)cc1F in NPR2 activator: 1
Entry of N=C(N)c1ccc(O)cc1 in rCAG binder: -2
Entry of O=C(N/N=C/c1cccnc1)c1ccc(NC(=O)c2ccc(Cl)cc2)cc1 in TCR-CD3 inh: 1
Entry of O=C(C1CCC(CNS(=O)(=O)c2cccc3nsnc23)CC1)N1CCN(c2ccccn2)CC1 (stereo not given) in TDP2 inh: -2

These rows are one share of the data, so the mix of outcomes need not match the whole.
